PAFAH1B3 inh: inhibitors of human PAFAH1B3; recombinant PAFAH1B3, FP-rhodamine probe, fluorescence polarization; hit rate 0.28% among 340,000; Q15102; inhibition, % at 3.39 µM;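 active = inhibition above the screen-wide average of all tested compounds plus 3 SD, cut at about 25% in these data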;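 note: 0% = enzyme with DMSO only and 100% = wells lacking PAFAH1B3 protein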
PREPL inh: inhibitors of human prolyl oligopeptidase-like enzyme PREPL; Q4J6C6; recombinant PREPL, fluorescence polarization activity-based probe; inhibition, % at 5.96 µM; hit rate 0.68% among 320,000; in the data active = inhibition above about 43%;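 note: 0% = enzyme with DMSO and 100% = wells lacking enzyme; many of its hits are not listed in these tables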
PAFAH2 FP inh: inhibitors of human PAFAH2; Q99487; recombinant PAFAH2, FP-rhodamine activity probe, fluorescence polarization; inhibition, % at 3.39 µM; hit rate 0.99% among 340,000; AID 492956;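 active = inhibition above the mean over all tested compounds plus 3 SD, cut at about 30% in these data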;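 note: inhibitors block probe labeling of enzyme so polarization drops; 0% = enzyme with DMSO and 100% = wells lacking PAFAH2 protein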
PAD4 FP inh: inhibitors of human PAD4 | Q9UM07 | recombinant PAD4, RCA probe fluorescence polarization | inhibition, % at 6.36 µM | hit rate 0.41% among 330,000 | AID 485272;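 active = percent inhibition above a cutoff equal to the mean of all tested compounds plus 3 SD, cut at about 15% in these data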;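 note: 0% = PAD4 with RCA probe and DMSO and 100% = probe without PAD4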
Target sequence (Q9UM07 whole entry, looked up): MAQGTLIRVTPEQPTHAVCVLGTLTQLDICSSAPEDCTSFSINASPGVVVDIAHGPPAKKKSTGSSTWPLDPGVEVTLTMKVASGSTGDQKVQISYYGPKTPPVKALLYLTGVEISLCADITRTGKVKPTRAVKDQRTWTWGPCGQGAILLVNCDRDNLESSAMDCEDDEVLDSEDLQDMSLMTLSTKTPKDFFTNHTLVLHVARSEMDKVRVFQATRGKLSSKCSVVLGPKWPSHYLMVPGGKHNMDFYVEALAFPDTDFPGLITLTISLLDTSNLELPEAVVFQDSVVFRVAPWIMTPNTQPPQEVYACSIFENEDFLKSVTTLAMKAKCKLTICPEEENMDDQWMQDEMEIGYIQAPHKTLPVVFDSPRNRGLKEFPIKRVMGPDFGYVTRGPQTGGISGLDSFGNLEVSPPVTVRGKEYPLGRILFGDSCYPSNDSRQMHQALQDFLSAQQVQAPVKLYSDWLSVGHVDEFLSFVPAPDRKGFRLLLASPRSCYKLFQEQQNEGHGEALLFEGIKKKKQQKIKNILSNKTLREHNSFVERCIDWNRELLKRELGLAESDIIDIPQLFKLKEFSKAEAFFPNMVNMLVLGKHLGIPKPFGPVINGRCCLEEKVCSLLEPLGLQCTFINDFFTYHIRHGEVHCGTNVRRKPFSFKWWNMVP
pPAFAH inh: inhibitors of human plasma PAF acetylhydrolase (pPAFAH) | inhibition, % at 3.39 µM | recombinant pPAFAH, FP-rhodamine probe fluorescence polarization | hit rate 1.5% among 330,000 | Q13093;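 active = inhibition above the mean inhibition across the screen plus 3 SD, cut at about 25% in these data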;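 note: inhibitors block binding of the rhodamine activity-based probe so polarization drops; 0% = enzyme with DMSO and 100% = wells lacking pPAFAH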
GSTO1 inh: counter-screen for RBBP9 inhibitors: inhibitors of human GSTO1; AID 1974; recombinant GSTO1, activity-based probe fluorescence polarization; inhibition, % at 5.96 µM; hit rate 1.1% among 300,000;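 active = inhibition above the campaign mean inhibition plus 3 SD, cut at about 35% in these data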;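 note: 0% = GSTO1-1 with DMSO and 100% = wells lacking GSTO1-1 enzyme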
LYPLA1 counter: blocks human lysophospholipase 1, a PME1 counter-screen; recombinant LYPLA1, FP-Rh probe fluorescence polarization; inhibition, % at 5.9 µM; hit rate 0.16% among 320,000;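 active = inhibition above the mean of all tested compounds plus 3 SD, set per campaign, cut at about 14% in these data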;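 note: inhibitors block serine hydrolase probe labeling of LYPLA1 so polarization falls; 0% = enzyme with DMSO and 100% = wells lacking LYPLA1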
Target sequence (O75608 whole entry, looked up): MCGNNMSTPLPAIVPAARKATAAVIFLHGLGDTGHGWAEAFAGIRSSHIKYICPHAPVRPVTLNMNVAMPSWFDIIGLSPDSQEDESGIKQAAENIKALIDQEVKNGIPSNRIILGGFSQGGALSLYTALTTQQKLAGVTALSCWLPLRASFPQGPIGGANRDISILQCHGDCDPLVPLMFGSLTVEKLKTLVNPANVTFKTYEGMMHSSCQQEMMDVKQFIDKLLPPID
PAFAH1B2 inh: blocks human PAF acetylhydrolase 1b catalytic subunit 2; recombinant PAFAH1B2, FP-rhodamine activity probe, fluorescence polarization; inhibition, % at 3.39 µM; hit rate 1.2% among 340,000;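 active = inhibition above the mean of all tested compounds plus 3 SD, cut at about 24% in these data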;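 note: 0% = enzyme with DMSO and 100% = wells lacking PAFAH1B2; many of its hits are not listed in these tables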
LYPLA2 counter: counter-screen for PME1 inhibitors: inhibitors of human LYPLA2 | AID 2177 | inhibition, % at 5.9 µM | recombinant LYPLA2, FP-Rh probe fluorescence polarization | hit rate 0.38% among 320,000 | O95372;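 active = inhibition above the screen-wide mean plus 3 SD, limit set per campaign, cut at about 26% in these data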;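 note: 0% = LYPLA2 with DMSO and 100% = wells lacking LYPLA2 enzyme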
* = called active by the depositor; / = not tested or not shown.

SMILES	PAFAH1B3 inh	PREPL inh	PAFAH2 FP inh	PAD4 FP inh	pPAFAH inh	GSTO1 inh	LYPLA1 counter	PAFAH1B2 inh	LYPLA2 counter
O=C1C2C3c4ccccc4C(c4ccccc43)[C@@H]2c2nc3ccccc3n21 (some centres undefined)	8	-17	7	-2	0	0	3	3	3
CC(=O)c1c(COC(=O)c2ccccc2)nc2ccccc2[n+]1[O-]	6	14	11	-6	-3	-10	0	1	2
Cc1nc(N2CCN(Cc3ccccc3)CC2)c(C#N)c2c1COC(C)(C)C2	3	13	6	-2	-2	-1	2	6	-1
O=S(=O)(Nc1ccc(N=Nc2ccc(O)c3ccccc23)cc1)c1ccccc1	36*	15	12	-17	25	4	-14	18	7
CCCS(=O)(=O)N1CCC(C(=O)NCc2ccco2)CC1	2	6	3	-3	-5	-1	3	-1	-7
COc1ccc(NC(=O)CN(C)S(=O)(=O)c2ccc3c(c2)NC(=O)CS3)cc1	6	1	-1	2	3	0	-2	-2	0
O=C1Nc2ccc(NS(=O)(=O)c3cccs3)c3cccc1c23	4	23	9	-3	1	-3	5	3	13
COc1c(Br)cc([N+](=O)[O-])c(OC)c1C(=O)NC(=O)Nc1c(Cl)cccc1Cl	/	0	/	1	-2	21	2	/	-2
COc1ccc(Nc2nc3ccc(OC)cc3s2)cc1	9	20	3	4	12	8	6	1	13
O=C(c1ccccc1)N1CCN(c2n[nH]c(=O)[nH]c2=O)CC1	6	20	-4	0	-1	-2	2	7	0
CC(=O)Nc1ccc(S(=O)(=O)Nc2nnc(C3CCCCC3)s2)cc1	1	7	10	0	-11	-4	-3	5	-3
NS(=O)(=O)c1ccc(CCNC(=O)CNC(=O)COc2ccccc2)cc1	9	2	-6	-3	-8	-5	-5	1	0
COc1ccc2[nH]c(=O)c(CN(C)C(=O)c3ccncc3)cc2c1	4	16	6	-1	4	8	-1	-2	-3
COc1ccc(-c2nnc(-c3ccc(Br)o3)o2)cc1OC	5	5	-3	0	7	-1	-10	6	-11
O=C1NC2=C(C(=O)CCC2)C(c2ccc([N+](=O)[O-])cc2)N1 (centres undefined)	7	10	2	1	4	1	-3	4	2
CCOC(=O)C1(Cc2ccc(OC)cc2)CCN(S(C)(=O)=O)CC1	5	-5	5	-2	-7	7	-1	9	-1
Cc1noc(C)c1S(=O)(=O)N1CCCC(C(=O)NCCc2ccccc2)C1 (centres undefined)	3	6	4	-1	-1	3	-3	4	-2
O=C(N/N=C/c1cc(Br)ccc1O)c1ccccc1Cl	7	-25	18	-1	11	-3	-4	1	-3
CCOC(=O)/C(C#N)=C/c1cn(CCOc2ccc(OC)cc2)c2ccccc12	-7	-8	-10	2	2	4	-1	-2	-9
O=C(CN1C(=O)NC2(CCSC2)C1=O)NCc1ccccc1 (centres undefined)	-4	-5	-4	-4	0	1	-1	3	4
N#Cc1c(Cl)nsc1NN	12	9	9	-2	16	8	0	9	2
Cc1ccc(C(=O)OC2=CC(=O)CC(C)(C)C2)cc1	6	13	-2	-2	3	4	-2	1	0
CCc1ccc(OCCCCN(C)Cc2ccccc2)cc1	0	12	-3	-4	-2	3	2	3	-2
CS(=O)(=O)Nc1ccc(C(=O)Nc2ccccc2Cl)cc1	/	-5	/	-3	9	-3	-3	/	-3
O=C(CSc1nnc(-c2ccccc2)o1)NCC1CCCCC1	4	16	2	0	2	0	3	5	10
COc1ccc(CN2CC(C(=O)N3CCOCC3)CC2=O)cc1 (centres undefined)	9	8	9	12	-2	7	0	1	11
CCN1CCN(C(=O)c2cc(COc3c(C)cccc3C)on2)CC1	10	7	7	3	4	5	1	4	7
O=C(CSc1n[nH]c(-c2cccnc2)n1)Nc1cccc(Cl)c1	8	-16	-1	0	8	1	0	2	-1
Cc1ccnc(NC(=O)c2ccc(NC(=O)CC3SC(N4CCCC4)=NC3=O)cc2)c1 (centres undefined)	-1	3	2	-5	5	-7	0	4	2
CC(C)(C)OC(=O)NCCCCCc1nnc(SCC(=O)Nc2cccc(Cl)c2)o1	4	8	1	1	-1	-3	-1	5	4
COc1ccc(-c2cn(-c3ccc(SC(F)F)cc3)c3[n+]2CCC3)cc1OC	4	10	4	2	5	0	2	4	2
CCOC(=O)c1oc2c(CN3CCN(CCO)CC3)c(O)c(CC)cc2c(=O)c1-c1nc2ccccc2s1	0	4	-5	-9	8	17	-1	6	-3
CC(C)Cn1nnc2c(=O)oc3ccccc3c21	9	17	11	-3	1	-2	0	3	0
CC1=CC(=O)C=C(C)C1=NOc1ccc([N+](=O)[O-])cc1	-1	15	2	2	1	4	1	5	-5
C=CCc1ccccc1OCCn1nnc2ccccc21	2	-4	-11	-4	2	-4	-1	-2	9
Cc1cc(Nc2ccc(Br)cc2)nc2ccccc12	12	5	-3	3	7	-16	-17	0	-17
COC(=O)c1nc2n(n1)C(c1cccc(Cl)c1)C1=C(CCCC1=O)N2 (centres undefined)	-3	-1	-1	4	6	4	0	-1	2
Cc1nn(-c2ccccc2)c(C)c1NC(=O)COC(=O)c1cc([N+](=O)[O-])ccc1NCCO	-3	17	-5	-3	-4	-5	5	-1	4
COC(=O)CC1COc2ccccc2N1C(=O)c1ccc(OC)cc1 (centres undefined)	4	-3	-1	-3	4	2	1	1	7
CCN(CC(=O)Nc1c(F)cccc1F)C(=O)c1ccc(COc2ccccc2)o1	-1	7	1	2	3	5	-3	0	1
Fc1ccccc1N1CCN(C(c2ccncc2)c2nnnn2C2CCCC2)CC1 (centres undefined)	1	10	10	-1	1	-5	-1	9	-1
C[C@]1(C2CCCC2)Cc2cc(OCC(=O)O)c(Cl)c(Cl)c2C1=O	6	-4	8	-2	4	-10	-1	3	0
O=C(COc1cccc2c1CCNC2=O)NC1CCCCC1	3	18	2	1	-5	-1	0	-4	-6
Cc1ccc(C)c(S(=O)(=O)Nc2cccc(-n3cnnn3)c2)c1	-3	11	4	1	-3	2	-2	0	3
Cc1ccccc1N1CCN(C2CCCN(C(=O)CCC(=O)N(C)C)C2)CC1 (centres undefined)	-1	17	21	0	-1	-1	-5	-2	-4

3 compounds already listed, arranged by the value under pPAFAH inh, ascending:
mol	PAFAH1B3 inh	PREPL inh	PAFAH2 FP inh	PAD4 FP inh	pPAFAH inh	PAFAH1B2 inh
CC1=CC(=O)C=C(C)C1=NOc1ccc([N+](=O)[O-])cc1	-1	15	2	2	1	5
C=CCc1ccccc1OCCn1nnc2ccccc21	2	-4	-11	-4	2	-2
COC(=O)CC1COc2ccccc2N1C(=O)c1ccc(OC)cc1 (centres undefined)	4	-3	-1	-3	4	1

Continuation.
SMILES	PAFAH1B3 inh	PREPL inh	PAFAH2 FP inh	PAD4 FP inh	pPAFAH inh	GSTO1 inh	LYPLA1 counter	PAFAH1B2 inh	LYPLA2 counter
Cc1cc(C)n2nc(C(=O)OCC(=O)Nc3ccc(C)c(F)c3)nc2n1	-1	0	-2	-2	-5	/	/	0	/
Cc1ccc(CN2CCNC(=O)C2CC(=O)N(C)C2CCOCC2)cc1 (centres undefined)	8	11	-1	-1	7	3	1	0	6
COC(=O)c1ccccc1NC(=O)CNc1cc(OC)c(OC)cc1C	9	4	3	2	4	2	-2	6	8
Cc1ccc(CN2CCN(CC(=O)NC(C)CCc3ccccc3)C2=O)cc1 (centres undefined)	16	-3	4	-3	10	1	2	3	0
CCN(CC)C(=O)CSc1nnc(COc2ccc(OC)cc2)n1N	0	15	3	3	-4	5	0	1	-4
O=S1(=O)CCC(NS(=O)(=O)/C=C/c2ccccc2)C1 (centres undefined)	9	-2	-12	-2	-2	12	4	-3	-2
O=C(NCCN1C(=O)S/C(=C\c2ccccc2)C1=O)C1CCN(S(=O)(=O)c2cccs2)CC1	5	11	-10	1	6	4	-1	3	1
CCC(c1nnc(SCC(=O)Nc2ccc(C(N)=O)cc2)n1Cc1ccccc1)N(C)C (centres undefined)	10	0	-2	2	0	1	-2	0	-2
O=C(COC(=O)c1ccccc1C(=O)c1ccccc1)NCc1ccc(F)cc1	5	8	43*	5	3	0	0	1	3
O=C(CSc1nc(-c2ccccc2)cs1)NCCCN1CCCC1=O	6	15	9	-3	7	/	/	8	/
Cc1nnc(SCC(=O)NNC(=O)c2ccc(Cl)cc2)s1	-9	-4	9	2	0	1	-1	2	-5
O=C(/C=C/c1ccco1)N1CCN(S(=O)(=O)c2cccc([N+](=O)[O-])c2)CC1	6	12	-1	-1	-2	/	/	1	/
COc1ccc2nc3oc(C(=O)N4CCC(C(N)=O)CC4)cc3cc2c1	18	14	5	0	31*	0	-4	-1	5
CC1(C)Cc2nc3sc(C(=O)NCCCO)c(N)c3cc2CO1	9	0	5	-2	1	-5	3	-5	-4
CCC(=O)Nc1nnc(SCCN2CCOCC2)s1	0	9	-1	-3	-3	4	-1	1	-2
O=S(=O)(Cc1noc(-c2ccc(OC(F)(F)F)cc2)n1)c1ccc(F)cc1	/	-7	/	3	4	8	1	/	3
CCc1cc(OCCCSc2nc(C)cc(=O)[nH]2)ccc1Cl	4	0	0	-1	7	-8	-5	2	1
O=c1[nH]c(CN2CCN(c3ccc(O)cc3)CC2)nc2scc(-c3ccc(Cl)cc3)c12	7	36	-7	-3	21	12	-7	0	-1
Cc1cc(C)n2ncc(C(=O)O)c2n1	0	-2	-3	1	0	6	3	-3	9
CCNC(=S)NNC(=O)CCc1nc2cc(Cl)ccc2n(Cc2ccccc2)c1=O	3	9	11	1	10	1	6	0	4

Part of the list above in order of number of heavy atoms, low to high.
SMILES	PAFAH1B3 inh	PREPL inh	PAFAH2 FP inh	PAD4 FP inh	pPAFAH inh	GSTO1 inh	LYPLA1 counter	PAFAH1B2 inh	LYPLA2 counter
Cc1cc(C)n2ncc(C(=O)O)c2n1	0	-2	-3	1	0	6	3	-3	9
O=S1(=O)CCC(NS(=O)(=O)/C=C/c2ccccc2)C1 (centres undefined)	9	-2	-12	-2	-2	12	4	-3	-2
Cc1nnc(SCC(=O)NNC(=O)c2ccc(Cl)cc2)s1	-9	-4	9	2	0	1	-1	2	-5
CCc1cc(OCCCSc2nc(C)cc(=O)[nH]2)ccc1Cl	4	0	0	-1	7	-8	-5	2	1
O=C(CSc1nc(-c2ccccc2)cs1)NCCCN1CCCC1=O	6	15	9	-3	7	/	/	8	/
COc1ccc2nc3oc(C(=O)N4CCC(C(N)=O)CC4)cc3cc2c1	18	14	5	0	31*	0	-4	-1	5
O=C(/C=C/c1ccco1)N1CCN(S(=O)(=O)c2cccc([N+](=O)[O-])c2)CC1	6	12	-1	-1	-2	/	/	1	/
O=C(COC(=O)c1ccccc1C(=O)c1ccccc1)NCc1ccc(F)cc1	5	8	43*	5	3	0	0	1	3
CCNC(=S)NNC(=O)CCc1nc2cc(Cl)ccc2n(Cc2ccccc2)c1=O	3	9	11	1	10	1	6	0	4
O=c1[nH]c(CN2CCN(c3ccc(O)cc3)CC2)nc2scc(-c3ccc(Cl)cc3)c12	7	36	-7	-3	21	12	-7	0	-1
CCC(c1nnc(SCC(=O)Nc2ccc(C(N)=O)cc2)n1Cc1ccccc1)N(C)C (centres undefined)	10	0	-2	2	0	1	-2	0	-2
O=C(NCCN1C(=O)S/C(=C\c2ccccc2)C1=O)C1CCN(S(=O)(=O)c2cccs2)CC1	5	11	-10	1	6	4	-1	3	1

Not all compounds are listed, so the mix of outcomes need not match the whole.
